ASAP1 GAP inh: blocks human ASAP1-stimulated Arf1 GTP hydrolysis; inhibition, % at 16.5 µM; hit rate 0.19% among 360,000; GDP FP detection; in the data active means inhibition above about 25%;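 further: 0% = vehicle with enzyme and substrate and 100% = no enzyme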
Rev-erbA mod: Rev-erb alpha (human) modulation; activity, % at 10 µM; hit rate 0.79% among 370,000; Rev-erbα–FITC-DNA binding, fluorescence polarization, 90 min; AID 1259318;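 active means activity above about 14%, limit read from the data; passing the limit was not always enough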;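 further: 0% = DMSO wells with 35 nM protein and 100% = DMSO wells with 750 nM protein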
Target sequence (P20393 whole entry, looked up): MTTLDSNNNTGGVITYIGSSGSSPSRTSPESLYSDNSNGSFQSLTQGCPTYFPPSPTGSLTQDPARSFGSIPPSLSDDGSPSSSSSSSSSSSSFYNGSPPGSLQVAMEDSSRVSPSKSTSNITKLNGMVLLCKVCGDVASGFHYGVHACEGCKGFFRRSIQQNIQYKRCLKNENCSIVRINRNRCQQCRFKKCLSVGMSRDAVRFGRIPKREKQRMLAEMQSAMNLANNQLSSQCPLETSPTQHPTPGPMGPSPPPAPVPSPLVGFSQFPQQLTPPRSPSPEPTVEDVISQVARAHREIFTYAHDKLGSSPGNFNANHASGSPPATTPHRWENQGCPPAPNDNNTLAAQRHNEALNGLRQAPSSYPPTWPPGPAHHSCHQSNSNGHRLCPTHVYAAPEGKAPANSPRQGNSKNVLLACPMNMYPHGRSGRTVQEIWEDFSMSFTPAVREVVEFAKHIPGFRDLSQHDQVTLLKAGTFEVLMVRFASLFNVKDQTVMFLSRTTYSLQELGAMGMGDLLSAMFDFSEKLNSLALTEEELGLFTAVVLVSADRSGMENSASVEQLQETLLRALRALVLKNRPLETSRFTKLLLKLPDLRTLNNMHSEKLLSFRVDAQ
DDE Tn7 FP inh: DD(E)-Tn7 binding inhibition, primary FP screen. FP displacement of FITC-Tn7 peptide from fibrin DD(E); 0% = median of compound wells per plate. inhibition, % at 8.3 µM. hit rate 0.13% among 370,000. AID 720508;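 active means inhibition above the mean of compounds falling within the control limits plus 3 SD of them, cut at about 14% in these data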;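 further: 0% = plate median of compound wells and 100% = 10 µM Aha-Tn7 peptide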
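Assay system: Fibrin-DD(E) protein isolated from polymerized human fibrin clots; read-out basis: percent inhibition; medium: Tris/NaCl/CaCl2 buffer, pH 7.8; signal: FP measurement; incubation: 10 min plus 3 h, room temperature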
Tn6 DDE FP: disrupts Tn6 cyclic peptide binding to fibrin D-Dimer-E complex. hit rate 0.21% among 370,000. Fibrin DD(E) TRITC-Tn6 fluorescence polarization displacement. P02675. AID 720509. inhibition, % at 8.3 µM;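 active means inhibition above a per-campaign cutoff: mean of compounds within control limits plus 3 SD, cut at about 15% in these data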;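 further: 0% = median of all compound wells on the plate and 100% = blocking peptide control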
KLK7 zymogen act: proKLK7 (human) activation, primary screen; activation, % at 7 µM; purified proKLK7, EDANS-DABCYL substrate fluorescence; 100% is mature enzyme control, 0% vehicle; P49862; hit rate 0.9% among 370,000; AID 652039;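 active means activation above the mean of all tested compounds plus 3 SD, computed per campaign excluding outliers beyond control limits, cut at about 13% in these data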
PLCg1 inh: blocks human PLC-gamma1 enzyme activity; P19174; purified PLC-gamma1, fluorogenic substrate, fluorescence; inhibition, % at 12.2 µM; hit rate 0.84% among 370,000; AID 720700; in the data active means inhibition above about 9.5%
HGIII-sPLA2 inh: Inhibits HGIII-sPLA2 liposome hydrolysis, primary screen. AID 743126. Q9NZ20. hit rate 0.56% among 370,000. QFRET BODIPY PC-A2 liposome hydrolysis, fluorescence. inhibition, % at 12.2 µM;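 active means inhibition above mean plus 3 SD of compounds lying within the high and low control bounds, cut at about 19% in these data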;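 further: 0% = median of test compound wells and 100% = no enzyme DMSO wells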
Target sequence (Q9NZ20 whole entry, looked up): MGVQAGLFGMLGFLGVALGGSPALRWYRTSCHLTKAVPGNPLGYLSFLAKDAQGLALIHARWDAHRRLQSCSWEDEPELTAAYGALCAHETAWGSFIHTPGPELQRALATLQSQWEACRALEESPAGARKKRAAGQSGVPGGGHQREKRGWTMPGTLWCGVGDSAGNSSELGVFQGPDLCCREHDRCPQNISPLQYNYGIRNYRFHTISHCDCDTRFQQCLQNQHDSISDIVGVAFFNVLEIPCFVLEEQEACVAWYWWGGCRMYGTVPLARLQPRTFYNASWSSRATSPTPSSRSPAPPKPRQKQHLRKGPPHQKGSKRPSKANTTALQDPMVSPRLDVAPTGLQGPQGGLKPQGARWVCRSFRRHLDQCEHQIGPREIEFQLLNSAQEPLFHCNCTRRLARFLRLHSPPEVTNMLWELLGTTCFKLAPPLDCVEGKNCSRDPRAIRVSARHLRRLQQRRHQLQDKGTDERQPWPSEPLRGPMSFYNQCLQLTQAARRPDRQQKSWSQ
ARFGAP1 inhibitor: inhibitors of rat ARFGAP1. Q62848. Arfgap1-stimulated ARF1 GTP hydrolysis, GDP FP detection. inhibition, % at 16.5 µM. hit rate 0.26% among 360,000;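 active means inhibition above a per-plate limit, mean inhibition of low control wells plus 3 SD, cut at about 25% in these data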;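 further: 0% = DMSO wells with enzyme and 100% = wells lacking Arfgap1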
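System: truncated rat Arfgap1 GAP domain / Benchmarks: high control wells lacking Arfgap1, low control full reaction with DMSO / Times: compound-enzyme preincubation 20 min, reaction 120 min, detection 60 min, 25 °C / Repeats: one replicate per compound / Also added: human ARF1(Δ1-17)-GTP substrate / Measured by: Tracer-displacement fluorescence polarization with EDTA stop, 620/688 nm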
UHRF1 MBD2 ctr: human UHRF1 methylated DNA binding inhibitors | Q96T88 | UHRF1 binding to methylated oligo, TR-FRET | inhibition, % at 4.4 µM | hit rate 0.75% among 370,000; in the data active means inhibition above about 21%;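 further: UHRF1 SRA domain binding a hemimethylated CpG hairpin DNA probe; 0% = median of test compound wells and 100% = reference inhibitor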
PLCb3 inh: inhibitors of human phospholipase C beta3; Q01970; Purified PLC-beta3, fluorogenic substrate, fluorescence; inhibition, % at 12.2 µM; hit rate 0.18% among 370,000; AID 720704; in the data active means inhibition above about 11%;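 further: 0% = median of compound wells on plate and 100% = full blocker control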
* hit, by the source's call; i = inactive; / = no result given.

canonical_smiles,ASAP1 GAP inh,Rev-erbA mod,DDE Tn7 FP inh,Tn6 DDE FP,KLK7 zymogen act,PLCg1 inh,HGIII-sPLA2 inh,ARFGAP1 inhibitor,UHRF1 MBD2 ctr,PLCb3 inh
CCc1c(C#N)c(SCCC(=O)Nc2cccc(OC)c2)nc2c1C(=O)CC(C)(C)C2,-5,-2,-6,-3,-0.9,3,-23,6,0,2
O=[N+]([O-])c1ccc(N2CCN(S(=O)(=O)c3ccccc3)CC2)cc1NCc1cccnc1,-8,10,2,-4,0.1,9,4,-9,1,8
COc1cccc(C2=CC(=O)C[C@H](c3ccc(Cl)cc3)C2)c1OC,0,-3,0,-4,-3.4,-304,-10,11,-2,-490
O=C(N[C@H]1C/C=C\C(c2ccc(F)cc2)N(Cc2ccccc2)C(=O)C1)OCC1c2ccccc2-c2ccccc21 (stereo partly drawn),8,-1,-2,4,0.5,0,-19,-10,0,-3
COc1ccccc1N1CCN(c2ncnc3nc[nH]c23)CC1,9,1,8,8,-0.8,0,1,-10,1,2
CCS(=O)(=O)N1N=C(c2ccccc2)CC1c1ccc2nccnc2c1 (stereo not drawn),-15,4,4,6,0.2,5,1,7,1,4
CCOC(=O)c1cnc2ccc(OC)cc2c1Nc1ccc(N2CCN(C)CC2)cc1,8,-7,3,-3,0.1,5,0,5,4,-5
CCOC(=O)c1[nH]c(C)c(C(=O)NCCCOC(C)C)c1C,-15,-3,3,-8,-0.7,0,4,2,-1,-1
COCCCNCCCCOc1ccc(Br)cc1Cl,-8,-2,3,-2,-0.5,3,-7,-10,-1,2
COc1ccc(NC(=O)C2CC(=O)N(CCc3ccc(Cl)cc3)C2)cc1 (stereo not drawn),-6,-2,5,7,0.4,0,-11,1,-2,-8
Cc1ccc(S(=O)(=O)N2CCSC2c2ccco2)cc1 (stereo not drawn),-11,6,6,1,0.1,1,5,9,5,-3
CC1CN(C(=O)COC(=O)c2cc3ccccc3cc2O)CC(C)O1 (stereo not drawn),6,2,2,5,14*,-61,5,13,3,-89

canonical_smiles,ASAP1 GAP inh,Rev-erbA mod,DDE Tn7 FP inh,Tn6 DDE FP,KLK7 zymogen act,PLCg1 inh,HGIII-sPLA2 inh,ARFGAP1 inhibitor,UHRF1 MBD2 ctr,PLCb3 inh
Nc1ccc(-c2nc(-c3ccccc3)nc3ccccc23)cc1,12,-2,-5,-5,1.3,i,-2,13,-3,i
COc1cccc(/C=N\n2c(C)nnc2C)c1OC,2,-3,5,-7,-2.8,-22,4,6,8,-35
CCOc1ccc(NC(=O)CCSc2nc3c(c(CC)c2C#N)C(=O)CC(C)(C)C3)cc1,14,6,-3,-7,0.1,3,1,9,2,4
CC(C)Oc1ccccc1/C=N/NC(=O)c1ccc(F)cc1,-2,-2,1,-4,0.2,3,-5,20,6,3
COC(CNC(=O)c1ccc2c(c1)nc(C)n2-c1cccc(C)c1)OC,-6,5,5,-2,0.6,-4,8,2,3,-10
CCCC#Cc1ccc2c(c1)O[C@@H](CN(C)Cc1ccc3c(c1)OCO3)[C@H](C)CN([C@@H](C)CO)S2(=O)=O,0,-1,10,-1,-0.5,-3,4,-12,21*,-10
CCc1nc2ccc(C(=O)NCCCN(C)C)cn2c1N(C)Cc1ccc(OC)cc1,-3,-2,0,-1,0.1,-4,5,5,-1,-3
CCC(=O)Oc1ccc(C(=O)Nc2c[nH]c(=O)[nH]c2=O)cc1,-9,-2,3,1,0.1,-2,0,1,0,3
COc1cccc(NC(=O)Cn2c(=O)c3c(ncn3Cc3ccccc3)n(Cc3ccccc3)c2=O)c1,-10,-4,0,0,0.5,-2,-16,9,-4,-1
COC(=O)COc1ccc(-c2nccc(-c3ccccn3)n2)cc1,10,-10,2,-7,0.0,-2,-4,17,-2,-9
NS(=O)(=O)c1ccc(CNC(=O)c2cccc(S(=O)(=O)N3CCc4ccccc43)c2)cc1,-17,-4,-1,1,0.9,-3,-33,-7,1,-7
COc1ccc2c(c1)OC[C@H]1[C@H]2N2C(=O)c3cc(OC)ccc3NC(=O)[C@@]2(C)[C@H]1c1ccccc1,14,-1,-6,-12,-2.5,-3,37*,-3,-3,-7

canonical_smiles,ASAP1 GAP inh,Rev-erbA mod,DDE Tn7 FP inh,Tn6 DDE FP,KLK7 zymogen act,PLCg1 inh,HGIII-sPLA2 inh,ARFGAP1 inhibitor,UHRF1 MBD2 ctr,PLCb3 inh
CC(=O)c1cccc(Oc2ncccn2)c1,-20,-4,3,1,-0.3,1,4,7,1,-5
Cc1ccc(Cn2nnc3c2-c2cc(F)ccc2S(=O)(=O)N(C(C)(C)C)C3)cc1,/,4,-11,-3,0.1,9,5,/,4,4
COCCCN1C(=O)c2[nH]nc(-c3ccccc3O)c2C1c1ccc(Cl)cc1 (stereo not drawn),8,-5,-4,-3,0.2,9,-57,-7,5,3
Cc1cccc(N2C(=O)c3cccc4c(N)ccc(c34)C2=O)c1,-2,245*,11,9,1.9,i,-270,14,-128,i
CCOc1ccc(C(=O)NC(C(=O)NCC(c2cccs2)N(C)C)C(C)C)cc1 (stereo not drawn),-3,2,4,1,-0.3,-1,10,10,0,-8
COc1ccc(OC)c(CN2CCN(c3ccccc3OC)CC2)c1,-2,4,5,9,-0.2,-2,0,9,-1,1
CCCNc1nc2c(c(=O)n(C)c(=O)n2C)n1CCCc1ccccc1,-12,-6,-1,7,0.0,0,-3,-7,0,-7
CCOC(=O)/C(C#N)=C\N(C)C,-9,4,-2,4,-0.7,-1,-1,-3,-2,1
O=c1c2cc(-c3ccccc3)sc2nc2n1CCC2,3,-1,-5,6,0.1,1,3,3,-4,0
CSc1nc(N)nc(SCC(=O)C(C)(C)C)c1C#N,1,-4,-13,5,1.3,0,-10,-7,4,-6
COc1ccc(C2/C=C\CN(C(=O)CC(C)C)CC(=O)N2Cc2ccc(F)cc2)cc1 (stereo not drawn),15,3,3,-8,-0.2,2,1,2,4,3
Cc1cccc(NC(=O)c2cccs2)n1,2,7,-1,7,0.4,-1,3,3,2,-2

Continued (4 carried over from the part before).
canonical_smiles,ASAP1 GAP inh,Rev-erbA mod,DDE Tn7 FP inh,Tn6 DDE FP,KLK7 zymogen act,PLCg1 inh,HGIII-sPLA2 inh,ARFGAP1 inhibitor,UHRF1 MBD2 ctr,PLCb3 inh
O=c1c2cc(-c3ccccc3)sc2nc2n1CCC2,3,-1,-5,6,0.1,1,3,3,-4,0
CSc1nc(N)nc(SCC(=O)C(C)(C)C)c1C#N,1,-4,-13,5,1.3,0,-10,-7,4,-6
COc1ccc(C2/C=C\CN(C(=O)CC(C)C)CC(=O)N2Cc2ccc(F)cc2)cc1 (stereo not drawn),15,3,3,-8,-0.2,2,1,2,4,3
Cc1cccc(NC(=O)c2cccs2)n1,2,7,-1,7,0.4,-1,3,3,2,-2
Cc1cc(C)c(S(=O)(=O)N2CCN(C(=O)c3cccs3)CC2)c(C)c1,-9,6,-1,0,0.1,1,-7,6,0,2
O=C(c1ccccc1)N1CCN(Cc2ccccc2C(F)(F)F)CC1,-3,10,-5,1,0.3,0,2,-6,0,-1
O=C(O)CCNC(=O)CCCn1nnc2ccccc2c1=O,-7,-4,-3,1,-0.2,-2,6,1,-2,0
CCc1ccc(-c2cc(C)no2)cc1S(=O)(=O)Nc1cc(C)on1,-11,0,-6,0,0.5,0,-6,-2,0,-8
O=C(Nc1ccc2[nH]c(=O)[nH]c2c1)C(F)(F)F,-8,-3,4,4,0.5,5,6,4,2,-2
CC(=O)Oc1c(C(=O)c2nnc(C)o2)c(=O)n(Cc2ccccc2)c2ccccc12,-8,1,-2,-1,-1.7,-3,2,-4,1,-6
CC(=O)Nc1cccc(C(=O)OCc2ccc(C(=O)Oc3ccc(Cl)cc3)cc2)c1,3,2,-1,0,0.1,1,-1,0,-1,3
COc1ccc(-c2noc(N3CCCC(C(=O)Nc4ccc(F)cc4F)C3)n2)cc1 (stereo not drawn),3,-2,2,0,-0.4,0,3,12,2,-1
COc1ccc(Oc2nc(C(F)(F)F)nc3ccccc23)cc1,5,8,-7,-6,0.1,8,9,-17,5,3
O=C(Nc1sc2c(c1C(=O)O)CCC2)c1cccs1,-15,-9,1,0,0.3,-91,-5,8,-2,-127
O=c1c2c(nc3n1CCCCC3)sc1c(O)c(Br)ccc12,0,-2,0,8,0.1,-27,0,-4,2,-29
COc1cccc(OCc2nn3c(=O)c(-c4ccccc4)nnc3s2)c1,-6,18,4,0,0.2,0,-2,7,-5,-5

canonical_smiles,ASAP1 GAP inh,Rev-erbA mod,DDE Tn7 FP inh,Tn6 DDE FP,KLK7 zymogen act,PLCg1 inh,HGIII-sPLA2 inh,ARFGAP1 inhibitor,UHRF1 MBD2 ctr,PLCb3 inh
COC(=O)c1ccc(C)c(NC(=O)CN(c2ccc3c(c2)OCO3)S(C)(=O)=O)c1,11,-4,-7,1,0.3,0,-2,3,1,0
O=C(COc1ccccc1)Nc1cc(NC(=O)COc2ccccc2)cc(C(=O)O)c1,2,-4,-3,4,0.1,4,-14,-8,-4,-5
CCc1cccc(C)c1NC(=O)COC(=O)Cn1c(C)csc1=O,-1,0,-5,4,-0.2,-1,3,2,1,-4
C=C(C)Cn1c(NCCC)nc2c1c(=O)n(C)c(=O)n2C,-7,8,1,3,-0.6,-2,7,-9,2,-3
O=C(c1cccc(C(=O)N2CCc3ccccc32)n1)N1CCc2ccccc21,1,-1,-6,0,0.7,-2,-8,6,-2,1
O=C(Nc1ccccc1N1CCCCC1)c1ccc2nccnc2c1,0,-1,-2,6,0.1,-3,-3,13,-1,-1
CC1(C)SC2c3ccccc3C(=O)N2[C@@H]1C(=O)O (stereo partly drawn),14,2,4,5,0.1,-1,4,2,3,-2
CCOC(=O)N1CCN(C(=O)c2cc(COc3c(F)cccc3F)on2)CC1,1,3,2,6,0.1,1,1,-4,6,-6
COc1ccc(S(=O)(=O)N2CCc3ccccc32)cc1C(=O)Nc1cccnc1,5,-1,10,2,0.1,-3,-12,3,-1,-3
CCOC(=O)[C@]12CCCCC/C=C\1N(CCc1ccc(Cl)cc1)C(=O)[C@H]2CC(=O)N1CCCCC1,/,7,-2,1,0.2,-1,0,/,1,-1
O=C(CCN1C(=O)/C(=C/c2cccs2)SC1=S)Nc1cccc(O)c1,15,-1,2,-1,0.1,4,-22,12,-1,-1
O=C(CCN1C(=O)c2ccccc2C1=O)NCCC1=CCCCC1,-24,2,0,2,0.6,-1,-6,3,-2,-1

canonical_smiles,ASAP1 GAP inh,Rev-erbA mod,DDE Tn7 FP inh,Tn6 DDE FP,KLK7 zymogen act,PLCg1 inh,HGIII-sPLA2 inh,ARFGAP1 inhibitor,UHRF1 MBD2 ctr,PLCb3 inh
O=C(N/N=C/c1ccc(F)cc1)c1cc(-c2ccc3c(c2)OCO3)n[nH]1,19,-18,3,-13,0.2,1,17,10,-1,-8
CCOc1cc(/C=N/n2cnnc2)ccc1OS(=O)(=O)c1ccc(C)cc1,8,1,4,-10,0.6,3,6,2,5,1
N#Cc1ccc(C(=O)OCC(=O)NC(=O)NCc2ccccc2)cc1,-11,1,0,-7,-0.1,-2,4,7,4,-8
O=C(CCOc1cccc(Br)c1)NNC(=O)COc1ccc(F)cc1,-13,-7,-2,1,0.8,-1,-12,-11,1,-4
